Mdm2-MdmX inh = disrupts the human Mdm2-MdmX interaction; SaOS-2 split-luciferase Mdm2/MdmX complementation, luminescence; inhibition, % at 8 µM; actives 3% (n = 330,000);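 active means inhibition of at least 50% at 8 µM in the primary screen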
Target sequence (O15151 whole entry, looked up): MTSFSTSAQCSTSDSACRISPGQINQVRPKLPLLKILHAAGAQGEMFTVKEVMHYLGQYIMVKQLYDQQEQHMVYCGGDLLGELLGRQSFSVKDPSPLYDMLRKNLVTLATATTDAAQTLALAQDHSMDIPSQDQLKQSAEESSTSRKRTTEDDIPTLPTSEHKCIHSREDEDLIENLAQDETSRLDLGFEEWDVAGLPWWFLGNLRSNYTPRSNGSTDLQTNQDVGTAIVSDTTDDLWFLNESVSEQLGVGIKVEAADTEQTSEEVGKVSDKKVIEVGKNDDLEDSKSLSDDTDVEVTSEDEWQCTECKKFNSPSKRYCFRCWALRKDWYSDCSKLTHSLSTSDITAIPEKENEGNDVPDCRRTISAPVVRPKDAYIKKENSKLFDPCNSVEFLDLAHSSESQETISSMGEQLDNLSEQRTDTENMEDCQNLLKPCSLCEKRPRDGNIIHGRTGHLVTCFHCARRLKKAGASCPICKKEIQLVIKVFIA
Target sequence (Q00987 whole entry, looked up): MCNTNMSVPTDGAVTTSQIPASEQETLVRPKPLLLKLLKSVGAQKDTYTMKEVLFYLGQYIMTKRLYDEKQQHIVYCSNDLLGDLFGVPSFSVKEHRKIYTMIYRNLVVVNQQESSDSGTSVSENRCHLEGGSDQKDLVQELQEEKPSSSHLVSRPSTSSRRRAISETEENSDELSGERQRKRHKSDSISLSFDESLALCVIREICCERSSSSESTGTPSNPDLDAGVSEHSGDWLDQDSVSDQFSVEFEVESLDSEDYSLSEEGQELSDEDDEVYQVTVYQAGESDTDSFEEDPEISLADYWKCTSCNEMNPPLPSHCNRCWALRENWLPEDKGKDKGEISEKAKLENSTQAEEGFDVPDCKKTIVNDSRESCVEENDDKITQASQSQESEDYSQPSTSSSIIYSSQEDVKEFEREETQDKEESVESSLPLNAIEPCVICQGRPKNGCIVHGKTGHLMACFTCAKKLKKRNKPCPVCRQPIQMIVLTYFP
UPR XBP1 act = activators of adaptive arm of unfolded protein response (XBP1); activation, % at 20 µM; actives 0.33% (n = 330,000); CHO-XBP1 luciferase reporter, IRE1-XBP1 UPR activation, luminescence; percent of tunicamycin response, DMSO as zero;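 active means versus positive control, 20 µM dose yields 30% or more activation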;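 further: 100% = tunicamycin at 10 µg/mL and 0% = DMSO only wells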
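Material: CHO-XBP1 cells stably carrying IRE1-XBP1-driven luciferase reporter / Amount: 1000 cells per well / Compound: 20 µM, 1% DMSO / Times: 6 h treatment, 37 °C / Detection: luciferase luminescence / Measure: % activation of reporter signal versus tunicamycin and DMSO controls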
APJ antag = antagonists of human APJ apelin receptor. P35414. CHO-K1 APJ beta-arrestin complementation, luminescence. inhibition, % at 20 µM. actives 0.32% (n = 330,000);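 active means inhibition above about 40% at 20 µM, limit read from the data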;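 further: cells challenged with 10 nM apelin-13 agonist together with compound; plate controls were apelin-13 plus DMSO wells for no effect and DMSO wells lacking apelin-13 for full effect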
tim23-1 inh = tim23-1 yeast growth inhibition; S. cerevisiae tim23-1 growth, BacTiter-Glo luminescence, 24 h; inhibition, % at 20 µM; actives 1.3% (n = 330,000);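 active means growth inhibition of the mutant yeast at or above 50%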;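 further: temperature-sensitive mutant grown at 25 °C; plate controls were DMSO-treated mutant yeast for no effect and medium wells lacking yeast for full effect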
Jurkat NFkB inh = inhibitors of the PMA/ionomycin-induced NF-kB reporter in Jurkat cells | PMA/ionomycin-induced NF-kB luciferase reporter, luminescence | inhibition, % at 4 µM | actives 0.53% (n = 330,000); in the data active means inhibition above about 50%
CHOP UPR activ = activators of apoptotic arm of unfolded protein response (CHOP) | CHO-CHOP luciferase reporter, UPR activation, luminescence; percent of tunicamycin response over DMSO baseline | activation, % at 10 µM | actives 0.34% (n = 330,000);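 active means at 10 µM dose, activation of 40% or more, normalized to positive control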;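 further: 100% = tunicamycin at 10 µg/mL and 0% = DMSO alone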
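System: CHO-CHOP luciferase reporter cell line; amount: 500 cells/well; buffer or medium: F12 medium containing 10% fetal bovine serum; incubation: 6 h compound exposure at 37 °C after overnight seeding; measured by: luciferase luminescence after 10 min with Steady-Glo reagent; evaluation: % reporter activation, DMSO baseline versus tunicamycin full activation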
APJ ag = activates the human apelin receptor APJ | actives 0.11% (n = 330,000) | activation, % at 20 µM | CHO-K1 APJ PathHunter beta-arrestin, luminescence; 0% DMSO wells, 100% apelin | P35414 | AID 2520;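 active means activation more than six SD over the plate average, tested at 20 µM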;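 further: 0% = DMSO alone and 100% = apelin-13 at 10 nM; some results filed as inactive read as strong as hits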
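Incubation: overnight seeding, 90 min compound at 25 °C, 1 h detection; test system: PathHunter CHO-K1 APJ (AGTRL-1) beta-arrestin reporter cells; amount: 1000 cells/well; doses: one dose, 20 µM compound, 1% DMSO; measured by: beta-gal luminescence; measure: agonist-driven arrestin binding to APJ; benchmarks: negative DMSO alone, positive Apelin-13 at 10 nM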
697 NFkB inh = lowers PMA/ionomycin-induced NF-kB signal in 697 B cells; actives 0.33% (n = 330,000); 697 B-cell NF-kB luciferase reporter, 16 h; inhibition, % at 4 µM; AID 435022; in the data active means inhibition above about 35%
* hit, by the source's call; i = inactive.

SMILES	Mdm2-MdmX inh	UPR XBP1 act	APJ antag	tim23-1 inh	Jurkat NFkB inh	CHOP UPR activ	APJ ag	697 NFkB inh
Cc1noc(C)c1NC(=O)N(C)C[C@H]1Oc2ccc(NS(=O)(=O)c3ccc(F)cc3)cc2C(=O)N([C@H](C)CO)C[C@@H]1C	-28	1	7	14	-5	0.5	-1	14
O=c1c2[nH]c3ccc(F)cc3c2ncn1C1CCCCC1	-3	3	3	7	-23	-0.1	0	-47
N#C/C(=C\c1ccc(Br)s1)C(=O)N1CCN(c2ccccc2)CC1	-6	2	7	15	1	2.9	2	-10
COc1ccccc1CNCc1cc(Br)ccc1OC	-19	0	4	-7	13	-2.3	-4	4
Cc1cccc(Nc2nc(CC(=O)O)cs2)c1	9	-3	17	16	-10	2.1	-2	-10
Cc1nnc(N/N=C/c2ccc([N+](=O)[O-])cc2)n1N	-8	-3	-23	-1	11	-0.7	-2	15
Cc1ccnc(NC(=O)c2ccc([N+](=O)[O-])o2)c1	36	4	-42	61*	-9	0.4	1	-3
CCCCC(=O)OCc1c(-c2cccc(OC)c2)ncc2ccccc12	11	-4	10	22	-12	0.6	-1	-30
CCOc1ncccc1C(=O)N(CC)CC(=O)Nc1ccc(NC(C)=O)cc1	-3	-1	7	5	-1	-0.8	-2	8
CC1(OC(=O)C2CCCC2)C(=O)C=C2C=C(c3ccsc3)N(C3CC3)C=C2C1=O (centres undefined)	-5	2	-17	-5	-5	-1.8	21	-20
COc1ccc(C(=O)N2CCC(n3nnc4cc(F)ccc43)CC2)cc1OC	-34	1	8	-1	13	-1.9	-3	6
N#Cc1ccccc1OCCCNC1CCCC1	-26	0	7	-8	0	0.8	-4	5

As a short view, part of the list above.
SMILES	Mdm2-MdmX inh	UPR XBP1 act	APJ antag	tim23-1 inh	Jurkat NFkB inh	CHOP UPR activ	APJ ag	697 NFkB inh
Cc1noc(C)c1NC(=O)N(C)C[C@H]1Oc2ccc(NS(=O)(=O)c3ccc(F)cc3)cc2C(=O)N([C@H](C)CO)C[C@@H]1C	-28	1	7	14	-5	0.5	-1	14
O=c1c2[nH]c3ccc(F)cc3c2ncn1C1CCCCC1	-3	3	3	7	-23	-0.1	0	-47
N#C/C(=C\c1ccc(Br)s1)C(=O)N1CCN(c2ccccc2)CC1	-6	2	7	15	1	2.9	2	-10
COc1ccccc1CNCc1cc(Br)ccc1OC	-19	0	4	-7	13	-2.3	-4	4
Cc1cccc(Nc2nc(CC(=O)O)cs2)c1	9	-3	17	16	-10	2.1	-2	-10
Cc1nnc(N/N=C/c2ccc([N+](=O)[O-])cc2)n1N	-8	-3	-23	-1	11	-0.7	-2	15

(more compounds)
SMILES	Mdm2-MdmX inh	UPR XBP1 act	APJ antag	tim23-1 inh	Jurkat NFkB inh	CHOP UPR activ	APJ ag	697 NFkB inh
CCC(=O)Nc1c(C(=O)N2CCN(c3ccccn3)CC2)cnn1-c1ccc(Cl)cc1	16	-2	-49	11	-6	-0.5	-2	-8
O=C1C(C=Nc2ccccc2O)=C(O)c2ccccc21	17	-7	13	-22	-75	-2.3	1	-166
CCOC(=O)c1c(C)[nH]c(C)c1C(=O)COC(=O)c1ccccc1O	25	-4	2	26	-6	-0.9	1	-28
Cc1ccc(NC2CCCCC2NS(=O)(=O)c2ccc(Cl)cc2)cc1 (centres undefined)	-11	-3	3	10	-3	-0.7	-1	-4
COc1ccc(NC(=O)C(=O)NCC2CCCN2S(=O)(=O)c2cc(C)ccc2C)cc1 (centres undefined)	60*	-4	13	30	46	0.2	-4	-41
N#CCCN(C(=O)COC(=O)CCc1nc2ccccc2c(=O)[nH]1)c1ccc(F)cc1	-6	1	4	3	3	-1.0	-3	20
NC(=O)C1CCN(C(=O)Cc2ccsc2)CC1	10	-7	-15	2	-5	0.4	-2	22
O=C(CSc1nnc(Cc2ccccc2)n1Cc1ccccc1)NCc1ccco1	20	-3	3	21	3	-2.6	-1	13
CCOc1ccc(NC(=S)Nc2ccc(OCc3ccccc3)cc2)cc1	5	1	8	3	8	2.7	5	-16
CCOc1ccccc1NC(=O)C1CCC(CNc2c(N3CCCCC3)c(=O)c2=O)CC1 (centres undefined)	-11	-1	11	12	-12	-0.2	-2	-29
CN(CCC1CCOCC1)C(=O)CC1C(=O)NCCN1C/C=C/c1ccccc1 (centres undefined)	0	-3	9	6	0	0.2	-2	9
COc1ccc(C2CC(c3ccccc3)=NN2C(=O)CN2CCN(Cc3ccccc3)CC2)cc1 (centres undefined)	8	-2	13	11	-17	-0.4	-1	-10
CCc1ccc(-n2nnnc2SCC(=O)Nc2ccc(NC(C)=O)cc2)cc1	17	0	-10	1	-24	2.2	2	-48
O=C(c1ccccc1)N1CCN(C(=O)c2ccccc2Br)CC1	5	0	-5	9	0	-1.1	-2	7
c1ccc(-c2csc(Nc3ccc4c(c3)OCCO4)n2)cc1	-140	0	-2	32	-223	3.4	-2	i
COc1ccc(S(=O)(=O)N2CCCCC2)cc1NC(=O)c1ccc(OC)c(OC)c1	21	1	22	28	-5	0.0	7	26
CCOC(=O)c1ccc(CSc2nnc(N)s2)cc1	-64	-1	0	19	-41	-0.5	2	-70
O=C(N/N=C/c1ccc(O)cc1)c1[nH]c2ccc(Br)cc2c1-c1ccccc1	67*	17	-7	-18	60*	-1.0	-4	-3
COc1ccc2ccccc2c1CNCc1ccc(C)cc1	37	-1	1	-7	0	0.0	-3	-6
O=C(COC(=O)CCC1CCCC1)Nc1ccccc1Sc1ccccc1	-11	1	-2	-1	-6	-0.8	-2	1
COc1ccccc1C(=O)Nc1cc(Cl)ccc1-n1cncn1	12	2	2	22	-4	-1.1	-3	-8
NS(=O)(=O)c1ccc2nc(NC(=O)c3ccc4c(c3)OCCO4)sc2c1	76*	-2	7	10	1	1.5	-6	-2
COc1ccc(CNC(=O)COC(=O)/C=C/c2cccc(Br)c2)cc1	-29	-1	2	18	6	-0.3	-4	18
Cc1cc(NC(=O)Cc2cc(F)cc(F)c2)no1	-40	-1	-11	13	-34	5.6	-1	-13
Cc1ccc(C)c(-c2nnc(NC(=O)CCS(=O)(=O)c3ccc(F)cc3)o2)c1	29	-1	3	-8	-3	-1.6	-5	6
COc1ccccc1-n1cnnc1SCC(=O)NC1CCCC1	10	-1	-7	5	4	-0.7	1	14
O=C(/C=C/c1cccc([N+](=O)[O-])c1)NCCN1C(=O)S/C(=C\c2ccc(F)cc2)C1=O	-30	0	1	11	1	1.8	-3	-8
Cc1noc(C)c1C(=O)Nc1ccc2ccccc2c1	-14	-4	-73	13	-18	1.2	1	-33
O=C(NCc1ccc(F)cc1)C1CCC(=O)N1CCc1ccccc1 (centres undefined)	27	-2	23	10	4	0.0	-3	7
COc1cccc(OC)c1C(=O)NC(=S)Nc1ccc2oc(-c3ccncc3)nc2c1	42	2	-6	-25	-14	2.0	3	-28
COC(=O)CSc1n[nH]c(-c2cccnc2)n1	-20	-1	12	-1	2	-2.0	-1	16
O=C(NCc1ccco1)c1cccc(F)c1	4	-1	-4	17	-6	2.7	-2	-6
O=C(NNS(=O)(=O)c1ccc([N+](=O)[O-])cc1)c1ccc2ccccc2c1O	39	-5	-82	-4	5	0.4	12	20
COc1ccc(N2CC(C(=O)N/N=C/c3ccc([N+](=O)[O-])cc3)CC2=O)cc1 (centres undefined)	-5	1	-16	-23	-9	0.5	1	7
CC(C)CN(Cc1c(O)ccc2c(=O)c(-c3ccccc3)coc12)CC(C)C	31	-5	8	-8	-4	-1.7	0	-11
CC(Sc1ccccn1)C(=O)NC1CCCC1 (centres undefined)	-13	-1	-20	10	-12	-0.5	-3	-2
CCc1ccc(C(=O)NNc2ccc(C)c(Cl)c2)cc1	-3	7	53*	28	19	-0.3	-9	8
Cc1ccc(-c2nc(CSCC(=O)NCC3CCCO3)c(C)o2)cc1 (centres undefined)	3	0	-1	12	-8	3.5	-1	17
COC(=O)c1sc(-c2ccccc2)cc1NC(C)=O	8	0	-24	42	-17	0.3	-2	5
Cc1c(NC(=O)Nc2ccc(F)cc2)c(=O)n(-c2ccccc2)n1C	-4	8	-13	7	-10	-0.5	-1	2
Cc1onc(-c2c(F)cccc2Cl)c1C(=O)OCC(=O)c1c[nH]c2ccccc12	27	-4	-3	32	-9	0.5	-1	-6
CC(=O)Nc1ccc(S(=O)(=O)NNC(=O)COc2ccc(C)cc2)cc1	20	-2	-7	8	10	-0.9	-4	12
CCCCN1C(=O)/C(=C2\SC(N3CCOCC3)=NC2=O)c2ccccc21	-14	8	11	-19	-26	8.5	-3	-25
O=C(OCC(=O)N1CCCc2ccccc21)c1cc(S(=O)(=O)N2CCOCC2)ccc1Cl	17	-1	17	13	14	4.7	0	8
CN1C(=O)N(CC(=O)N2CCN(c3ncccn3)CC2)C(=O)C12CCCCC2	8	-1	13	0	-4	-2.1	-2	11
O=C(CN1C(=O)c2ccccc2S1(=O)=O)Nc1ncccn1	9	-4	-5	-1	16	-0.5	5	4
CCc1c(O)nc(SCC(=O)Nc2ccccc2)n(-c2ccccc2)c1=O	-3	-4	10	14	5	-1.8	-4	6
Cc1cc(=O)[nH]c2c1cnn2C(C)c1ccccc1 (centres undefined)	-4	-1	-11	-6	3	1.8	-3	17
COc1cc2cncc(Cc3ccc(Cl)cc3)c2cc1OC	69*	-3	1	57*	17	-4.7	-5	-40
O=Cc1ccc(-c2cccc([N+](=O)[O-])c2)o1	-6	1	7	13	13	2.1	1	6
Cn1c(SCc2ccccc2)nnc1-c1cnccn1	21	4	10	-1	-8	3.3	-2	-2
Cc1c(NC(=O)c2cc(-c3ccc4c(c3)OCO4)on2)c(=O)n(-c2ccccc2)n1C	-1	-2	2	8	7	0.0	-2	15
CCOc1ccc(NC(=O)C(C)C(Cc2ccc(C)cc2)C(=O)O)cc1 (centres undefined)	-8	-1	-9	8	-22	0.2	-3	-3
O=C1C=C(c2ccccc2)C[C@@H](c2ccc3c(c2)OCO3)C1	1	-1	11	45	8	1.1	-2	10
CCC(C(=O)Nc1ccccc1Cl)n1nc(C)c2c(C)n(-c3ccccc3)nc2c1=O (centres undefined)	34	0	15	20	9	3.4	-3	7
COC(=O)c1sc(-c2ccc(C(C)(C)C)cc2)cc1NC(=O)/C=C/C(=O)O	59*	21	-3	22	-30	17	1	-86
Cc1nccc(-c2ccc(-n3c(C)ccc3C)cc2)n1	13	1	7	8	7	1.5	1	16
Cc1nc(N2CCC(C)CC2)c2nnn(Cc3ccccc3)c2n1	9	4	-11	28	-13	-1.0	-3	-1
COCCN(C(=O)CNC(=O)c1ccco1)C(C(=O)NC1CCCC1)c1ccc(OC)cc1 (centres undefined)	9	1	-20	5	-12	-2.4	2	3
CCN(CC)S(=O)(=O)c1cc(NC(=O)NCCCl)ccc1C	-7	-1	3	19	-6	-0.8	1	8
(list continues)
SMILES	Mdm2-MdmX inh	UPR XBP1 act	APJ antag	tim23-1 inh	Jurkat NFkB inh	CHOP UPR activ	APJ ag	697 NFkB inh
CSc1nc(C)c(CCOC(=O)c2ccccc2)c(=O)[nH]1	-1	1	-1	14	3	-0.2	-2	9
C=CCOc1ccccc1CN1CCCC(CCC(=O)N(C)CCc2ccccn2)C1 (centres undefined)	4	-2	4	13	-11	-1.2	-2	11
O=C(Nc1ccccc1Oc1ccccc1)c1ccc(Br)o1	-11	0	15	-19	-13	1.6	-4	-15
Cc1cccc(CNS(=O)(=O)c2csc(C(N)=O)c2)c1	-23	-4	9	1	13	-1.0	4	-13

Screening data (PubChem)
